Compound activity from PubChem.
NCI-60 one-dose screen, 48 h, at 10 µM unless noted. Numbers give growth in % (100 = growth as untreated, 0 = no growth, -100 = all killed).
SNB-75 = SNB-75 CNS cancer; 5% of 79,000 active; AID 1794750
SF-295 = SF-295 CNS cancer cells; 5.6% of 79,000 active; AID 1794758
SNB-19 = SNB-19 CNS cancer cells. 2.5% of 81,000 active
HCT-15 = HCT-15 colon cancer. 5.2% of 82,000 active. AID 1794746
SW-620 = SW-620 colon cancer; 5.2% of 82,000 active
KM12 = KM12 colon cancer cells; 5% of 82,000 active; AID 1794800
SF-539 = SF-539 CNS cancer; 6.8% of 81,000 active; AID 1794752
HCT-116 = HCT-116 colon cancer. 7.3% of 82,000 active. AID 1794798
HCC-2998 = HCC-2998 colon cancer. 4.7% of 79,000 active. AID 1794799
Starred values were filed as active, the others as inactive; / = no result given; & = joins results of further samples. How the source made its calls: active means growth percent below 10; inactive means the rest.

SMILES | SNB-75 | SF-295 | SNB-19 | HCT-15 | SW-620 | KM12 | SF-539 | HCT-116 | HCC-2998
N#Cc1c(N)n2c(nc1=Nc1ccc([N+](=O)[O-])cc1)sc1cc(Cl)ccc12 | 61 | -4.0* | 96 | 96 | 96 | 97 | 107 | 94 | 144
CC(=O)c1ccc(Br)c2ccccc12 | 102&121 | 107&103 | 104&108 | 114&99 | 110&100 | 117&109 | 112&102 | 106&102 | 105&104
OCCN(CCO)C(CO)(CO)CO | 103 | 120 | 111 | 109 | 109 | 114 | 99 | 108 | 118
O=C(O)c1ccccc1C(=O)c1ccc(O)cc1 | 98 | 106 | 106 | 103 | 111 | 104 | 100 | 111 | 108
O=C1CC/C=C\CNC(=O)[C@]2(O)C[C@@H](O)[C@@H](O)[C@@H](C2)O1 | 91 | 95 | 93 | 105 | 105 | 107 | 87 | 99 | 92
CC1=NN(c2ccccc2)C(=O)C1CC1C(=O)N(c2ccccc2)N=C1C (stereo not given) | 82 | 95 | 90 | 102 | 111 | 100 | 98 | 100 | 97
C/C(=N\Nc1nc(-c2ccc(Cl)cc2)cs1)c1nnn(-c2ccc(F)cc2)c1C | 84 | 94 | 92 | 98 | 108 | 100 | 108 | 100 | 105
O=C1/C(=C/c2ccc(O)c(O)c2)COc2ccc(-c3ccccc3)cc21 | 21 | 42 | 56 | -31* | -38* | 20 | 9.8* | 13 | -23*
CCN(CC)CCCC#CCN1CCCC1 | 89 | 105 | 99 | 100 | 96 | 105 | 84 | 94 | 114
Clc1ccc(-c2cn3c(n2)SCC3)c(Cl)c1Cl | 96 | 81 | 96 | 87 | 89 | 95 | 95 | 80 | 103
CC(=O)c1cc(NS(=O)(=O)c2ccc(N)cc2)cn1C | 84 | 94 | 94 | 101 | 107 | 107 | 95 | 96 | 117
Cc1noc(NS(=O)(=O)c2ccc(NC(=O)c3cc4c(o3)CCC=C4)cc2)c1C | 79 | 103 | 90 | 93 | 96 | 98 | 110 | 104 | 105
O=C(NCc1ccco1)C1CN(c2ccc(Cl)cc2)N(c2ccc(Cl)cc2)C1=O (stereo not given) | 17 | 30 | 54 | 28 | 29 | 22 | 49 | 22 | 76
ClCc1ccc(-c2ccccc2)cc1 | 84 | 109 | 95 | 106 | 98 | / | 117 | 102 | 108
CCOC(=O)NC(NC(=O)OCC)C(Cl)Cl | 123 | / | 100 | / | 101 | 113 | 95 | 105 | 110
O=C(N/N=C/c1c[nH]c2ccccc12)Nc1ccc(Cl)cc1 | 123 | 73 | 90 | 56 | 110 | 67 | 62 | 95 | 55
Cc1ccc(S(=O)(=O)O)cc1Cl | 95 | 101 | 100 | 101 | 100 | 104 | 96 | 101 | 107
S=C1CC(=S)c2cc(Cl)ccc2N1 | 105 | 94 | 101 | 94 | 111 | 98 | 101 | 86 | 98
O=c1cc(-c2ccccc2)[nH]c2ncc(-c3ccc(F)cc3)n12 | 68 | 46 | 68 | 38 | 40 | 44 | 74 | 51 | 76
CC(C)[C@H]1C(=O)O[C@H](C(C)C)C(=O)N1C | 70 | 89 | 80 | 94 | 90 | 103 | 91 | 72 | 86
Cc1cc(=O)c2cc3nc(-c4cccnc4)oc3c(Br)c2o1 | / | 120 | 131 | 106 | 99 | 109 | 106 | 100 | 106
Cn1c(=O)cc2c3c(c(NCCCO)ccc31)C(=O)c1ccccc1-2 | 39 | 43 | 47 | 40 | 33 | 43 | 50 | 16 | 49
S=c1[nH]c2nc(Cl)c(Cl)nc2[nH]1 | 93 | 114 | 93 | 106 | 104 | 98 | 95 | 111 | /
O=C(NCCN1CCOCC1)OCc1ccc2c(Cl)cc(Cl)c(O)c2n1 | 71 | 49 | 59 | 19 | 88 | 53 | 78 | 39 | 84
O=C1c2c(O)ccc([N+](=O)[O-])c2C(=O)c2c(O)ccc([N+](=O)[O-])c21 | 86 | 102 | 104 | 98 | 112 | 100 | 96 | 98 | 104
New compounds follow:
SMILES | SNB-75 | SF-295 | SNB-19 | HCT-15 | SW-620 | KM12 | SF-539 | HCT-116 | HCC-2998
OC(Cc1ccccn1)(c1ccccc1)c1ccccc1 | 98 | 102 | 106 | 106 | 102 | 98 | 98 | 90 | 95
COc1ccc(OC)c(Nc2nnc(-c3cc(OC)c(OC)c(OC)c3)o2)c1 | 101 | 101 | 97 | 99 | 108 | 95 | 91 | 103 | 103
Cc1nc2sccn2c1CO | 120 | 91 | 104 | 99 | 100 | 115 | 86 | 105 | /
CC(=O)c1ccc(Nc2nc3ccccc3cc2C=O)cc1 | 66 | 96 | 86 | 70 | 77 | 99 | 91 | 54 | 99
CC[N+]1(CC(=O)c2ccc(Cl)cc2)CCCCC1 | 97 | 92 | 99 | 97 | 110 | 97 | 90 | 99 | 97
CSc1ncc(Br)c(=O)[nH]1 | 88 | 104 | 100 | 107 | 106 | 104 | 103 | 108 | 109
Nc1cc(C(=O)O)cc(C(=O)O)c1 | 99 | 113 | 111 | 111 | 110 | 111 | 103 | 101 | 121
C/C(=C\c1ccc(OCC(=O)O)c(Cl)c1Cl)[N+](=O)[O-] | 103 | 116 | 115 | 97 | 114 | 104 | 103 | 109 | 97
C=C(C)[C@@H]1CC[C@]2(C(=O)NCCCCCCC(CCCN)CCCN)CC[C@]3(C)[C@H](CC[C@@H]4[C@@]5(C)CCC(=O)C(C)(C)[C@@H]5CC[C@]43C)[C@@H]12 | 104 | 110 | 96 | 110 | 108 | 111 | 103 | 98 | 109
COc1ccc(C2CC(c3c(O)cc(C)c(Cl)c3C)=NN2c2ccc(S(N)(=O)=O)cc2)cc1 (stereo not given) | 85 | 152 | 93 | 92 | 95 | 75 | 92 | 75 | 98
CC(C)N1CCC1CO (stereo not given) | 73 | 97 | 98 | 100 | 106 | 103 | 86 | 96 | 105
Nc1ncnc2c1ncn2C1CCCC(CO)O1 (stereo not given) | 123 | 112 | 115 | 100 | 101 | 103 | 106 | 106 | 93
N#CC1(N)c2ccccc2-c2ccccc21 | 99 | 106 | 117 | 110 | 106 | 99 | 101 | 109 | 97
COc1cc(-c2nnc(SCC(=O)Nc3ccc(/C(C)=N\O)cc3)o2)cc(OC)c1OC | 85 | 94 | 101 | 95 | 104 | 83 | 85 | 101 | /
O=C1CN(Cc2ccncc2)C(=O)[C@@H](Cc2c[nH]c3ccccc23)N1 | 96 | 99 | 97 | 94 | 102 | 96 | 103 | 109 | 107
CCCCCCCCCCCCOc1ccc(/C(=N\N=C(N)N)c2ccccc2)c(O)c1 | 109 | 113 | 111 | 105 | 102 | 107 | 97 | / | /
CCn1c(=S)[nH]c2ccccc2c1=O | 69 | 97 | / | 96 | 104 | 113 | 104 | 102 | 112
Oc1c(CN2CCOCC2)cc(COCc2ccccc2)c2cccnc12 | 49 | 31 | 36 | 21 | 29 | 36 | 4.7* | 22 | 54
CN1CCN(Cc2ccc(NC(=O)c3cncc(C#Cc4cnc5ccc(OC6CCOCC6)nn45)c3)cc2C(F)(F)F)CC1 | -85* | -97* | -84* | -66* | -18* | -69* | -93* | -89* | -68*
COC(=O)C1=Nc2cc(OC)cc(OC)c2/C1=C\c1sc(N2N=C(c3ccccc3)CC2c2ccc(N(C)C)cc2)nc1O (stereo not given) | 83 | 95 | 103 | 112 | 96 | 103 | 100 | 104 | 109
CC1(C)CC[C@]2(C(=O)O)CC[C@]3(C)C(=CCC4[C@@]5(C)C[C@@H](O)[C@@H]6OC(c7ccccc7O)OC[C@@]6(C)C5CC[C@]43C)C2C1 (stereo not given in full) | 73 | 30 | 59 | 30 | 38 | 25 | 64 | 4.4* | 35
O=C(NCCNc1nccc(-c2c(-c3cccc(O)c3)nc3sccn23)n1)Nc1cccc(C(F)(F)F)c1 | 66 | 76 | 89 | 85 | 30 | 14 | 98 | 57 | 23
CCCCCCNc1ncnc2c1cnn2C | 90 | 93 | 93 | 99 | 106 | 100 | 93 | 79 | 106
COc1ccc(N2CC(c3nc4ccccc4[nH]3)CC2=O)cc1 (stereo not given) | 66 | 98 | 97 | 100 | 101 | 96 | 90 | 106 | 101
S=C(N=Nc1ccccc1)NNc1ccccc1 | 101 | 77 | 92 | 96 | 101 | 101 | 104 | 93 | 131

Full records, looked up by structure.
CCCCCCNc1ncnc2c1cnn2C across the screens: SNB-75 = 90; SF-295 = 93; SNB-19 = 93; HCT-15 = 99; SW-620 = 106; KM12 = 100; SF-539 = 93; HCT-116 = 79; HCC-2998 = 106
COc1ccc(N2CC(c3nc4ccccc4[nH]3)CC2=O)cc1 (stereo not given) across the screens: SNB-75 = 66; SF-295 = 98; SNB-19 = 97; HCT-15 = 100; SW-620 = 101; KM12 = 96; SF-539 = 90; HCT-116 = 106; HCC-2998 = 101

(continued)
SMILES | SNB-75 | SF-295 | SNB-19 | HCT-15 | SW-620 | KM12 | SF-539 | HCT-116 | HCC-2998
C(=N/N=C/c1ccncc1)/c1ccncc1 | 106 | 98 | 111 | 98 | 103 | 101 | 100 | 104 | 109
Nc1ncc(C(=O)O)c(N)n1 | 105 | 121 | 119 | 111 | 109 | 121 | 109 | 107 | 114
O=C(CN1CCCC1)Nc1nc(-c2cc3ccccc3oc2=O)cs1 | 84 | 103 | 104 | 109 | 100 | 101 | 96 | 100 | 100
CC1(C)CN1C(=O)Nc1ccc(Cc2ccc(NC(=O)N3CC3(C)C)cc2)cc1 | 96 | 107 | 101 | 99 | 105 | 101 | 104 | 110 | 111
CC(=O)N1N=C(c2ccc(Nc3nc(Nc4ccccc4)nc(Nc4ccccc4)n3)cc2)CC1c1ccccc1 (stereo not given) | 91 | 86 | 84 | 87 | 99 | 90 | 89 | 77 | 99
COC(=O)c1c2c(n(-c3ccccc3)c1C)C=CCC2 | 81 | 105 | 116 | 102 | 103 | 95 | 102 | 95 | 111
COc1ccc(N=Nc2c(N)nn3c(-c4ccc(OC)c(OC)c4)c4ncnc(NN)c4nc23)cc1 | 86 | 98 | 99 | 105 | 99 | 111 | 98 | 111 | 106
CC(=O)c1ccc(NC(=O)CSc2nc(-c3ccccc3)c(C#N)c(=O)[nH]2)cc1 | 112 | 89 | 92 | 98 | 96 | 105 | 95 | 62 | 115
CN(C)c1ccc(/C=C/C=N/NC(=O)c2cc(O)c(O)c(O)c2)cc1 | 81 | 103 | 80 | 94 | 43 | 104 | 90 | 53 | 109
NS(=O)(=O)c1ccc(NC(=O)c2ccc(Cc3n[nH]c(=O)c4cccnc34)cc2)cc1 | 93 | 104 | 99 | 103 | 103 | 103 | 95 | 97 | 97
COc1ccccc1C1(CCC#N)CCCCC1=O (stereo not given) | 78 | 93 | 112 | 96 | 107 | 105 | 98 | 99 | 98
CN(C)CCN1C(=O)c2cccc3c(C#CCN4C(=O)c5cccc6cccc(c56)C4=O)ccc(c23)C1=O | 64 | 108 | 100 | 102 | 88 | 101 | 100 | 88 | 112
COc1cc(NCc2ccccc2O)c2ncccc2c1 | 65 | 129 | 93 | 78 | 102 | 103 | 86 | 64 | 108
COc1cc(/C(C)=C(\c2ccc(Cl)cc2)c2ccc(OCCN3CCCCC3)cc2)ccc1F | 89 | 95 | 90 | 18 | 60 | 44 | 67 | 45 | 85
Cc1ccc2c(n1)C(=O)c1[nH]c3ccccc3c1C2=O | -38* | 0.2* | 47 | 19 | 48 | 37 | 43 | 22 | /
O=c1cc(NNC(=S)NCc2ccccc2)c2cc(Br)ccc2[nH]1 | 70 | 100 | 84 | 41 | 71 | 88 | 75 | 56 | 106
CC(=O)[C@H]1CC=C2[C@@H]3CCC4=CC(=O)C[C@]4(C)[C@H]3CC[C@@]21C | 91 | 92 | 99 | 100 | 108 | 107 | 115 | 92 | 91
C/C(=N\Nc1ccc(S(N)(=O)=O)cc1)c1sc2nc3ccccc3n2c1C | 103 | 92 | 89 | 92 | 112 | 99 | 89 | 103 | 103
COc1cc(-c2ccc(NS(=O)(=O)c3ccccc3)c(OC)c2)ccc1NS(=O)(=O)c1ccccc1 | 97 | 99 | 103 | 98 | 115 | 99 | 96 | 92 | 105
COc1ccc(S(=O)(=O)n2cc(C3OC(c4cc(OC)c(OC)c(OC)c4)=NN3C(C)=O)c3ccccc32)cc1 (stereo not given) | 60 | 89 | 94 | 76 | 75 | 95 | 95 | 69 | 109
O=C(CNC(=O)OCc1ccccc1)NC1(C(=O)O)CCCC1 | 83 | 121 | 101 | 110 | 106 | 106 | 102 | 105 | 105
Nc1ccc(CC(=O)O)c(N)c1 | 93 | 104 | 97 | 106 | 100 | 94 | 102 | 103 | 104
CCc1cc2n(n1)-c1ccc(C#N)cc1Oc1ccccc1-2 | 87 | 103 | 101 | 96 | 96 | 95 | 89 | 95 | 104
CCOC(=O)n1cnc2c(Cl)ncnc21 | 94 | 101 | 86 | 112 | 108 | 107 | 94 | 101 | 2.2*
COc1ccc2cc([C@H](C)C(=O)NCc3ccccc3)ccc2c1 | 7.0* | 13 | 32 | 29 | 29 | 39 | 2.5* | 37 | 51

Six entries picked at random from those above, as already listed:
SMILES | SNB-75 | SF-295 | SNB-19 | HCT-15 | SW-620 | KM12 | SF-539 | HCT-116 | HCC-2998
CCc1cc2n(n1)-c1ccc(C#N)cc1Oc1ccccc1-2 | 87 | 103 | 101 | 96 | 96 | 95 | 89 | 95 | 104
CCOC(=O)n1cnc2c(Cl)ncnc21 | 94 | 101 | 86 | 112 | 108 | 107 | 94 | 101 | 2.2*
CC(=O)[C@H]1CC=C2[C@@H]3CCC4=CC(=O)C[C@]4(C)[C@H]3CC[C@@]21C | 91 | 92 | 99 | 100 | 108 | 107 | 115 | 92 | 91
O=C(CNC(=O)OCc1ccccc1)NC1(C(=O)O)CCCC1 | 83 | 121 | 101 | 110 | 106 | 106 | 102 | 105 | 105
CN(C)c1ccc(/C=C/C=N/NC(=O)c2cc(O)c(O)c(O)c2)cc1 | 81 | 103 | 80 | 94 | 43 | 104 | 90 | 53 | 109
COc1ccc2cc([C@H](C)C(=O)NCc3ccccc3)ccc2c1 | 7.0* | 13 | 32 | 29 | 29 | 39 | 2.5* | 37 | 51
